Screening results: PubChem, several laboratories
Anthrax LF inh2 – inhibitors of Bacillus anthracis lethal factor protease; multiplex microsphere protease cleavage assay, LF; inhibition, % at 10 µM; 360,000 compounds, 0.12% hits; AID 588501; further: plate controls were buffer without enzyme for full effect and enzyme alone for no effect
BoNT F protease – inhibitors of Botulinum neurotoxin F light chain protease. Multiplex microsphere protease cleavage assay, flow cytometry. inhibition, % at 10 µM. 360,000 compounds, 0.22% hits. AID 588497; in the data active means inhibition above about 35%, passing the limit was not always enough; inconclusive means no clear call, values can overlap the other calls; further: plate controls were buffer without enzyme for full effect and enzyme alone for no effect
PrPC surface inh – cell surface PrPC inhibition, primary TR-FRET screen | P04156 | TR-FRET read-out | inhibition, % at 13.8 µM | 370,000 compounds, 0.43% hits | AID 720596; in the data active means inhibition above about 24%; further: 0% = median of the test wells and 100% = reference compound wells
BoNT-A LC inh2 – blocks Botulinum neurotoxin A light chain protease | inhibition, % at 10 µM | 360,000 compounds, 0.17% hits | multiplex microsphere protease substrate cleavage, flow cytometry; further: plate controls were buffer without enzyme for full effect and enzyme alone for no effect
CCHFV vOTU inh – blocks the CCHF virus ovarian tumor domain protease; inhibition, % at 11.5 µM; 370,000 compounds, 0.55% hits; CCHFV vOTU protease, Pep-AMC fluorescence; in the data active means inhibition above about 30%; further: 0% = vehicle wells with enzyme and 100% = no enzyme wells
Yp Topo-I inh – Y. pestis Topo-I inhibition via cleavage products. Y. pestis Topo-I cleavage product accumulation, plate reader. activity, % at 10 µM. 360,000 compounds, 0.064% hits. AID 504884; in the data active means activity above about 50%, passing the limit was not always enough; inconclusive means no clear call, values can overlap the other calls; further: inactives centre near 2
TcdB GH inh – inhibitors of Clostridioides difficile toxin B glycohydrolase; TcdB glycohydrolase enzymatic assay, plate reader; inhibition, % at 9.99 µM; 350,000 compounds, 0.24% hits; in the data active means inhibition above about 10%
Target sequence (P18177 whole entry, looked up): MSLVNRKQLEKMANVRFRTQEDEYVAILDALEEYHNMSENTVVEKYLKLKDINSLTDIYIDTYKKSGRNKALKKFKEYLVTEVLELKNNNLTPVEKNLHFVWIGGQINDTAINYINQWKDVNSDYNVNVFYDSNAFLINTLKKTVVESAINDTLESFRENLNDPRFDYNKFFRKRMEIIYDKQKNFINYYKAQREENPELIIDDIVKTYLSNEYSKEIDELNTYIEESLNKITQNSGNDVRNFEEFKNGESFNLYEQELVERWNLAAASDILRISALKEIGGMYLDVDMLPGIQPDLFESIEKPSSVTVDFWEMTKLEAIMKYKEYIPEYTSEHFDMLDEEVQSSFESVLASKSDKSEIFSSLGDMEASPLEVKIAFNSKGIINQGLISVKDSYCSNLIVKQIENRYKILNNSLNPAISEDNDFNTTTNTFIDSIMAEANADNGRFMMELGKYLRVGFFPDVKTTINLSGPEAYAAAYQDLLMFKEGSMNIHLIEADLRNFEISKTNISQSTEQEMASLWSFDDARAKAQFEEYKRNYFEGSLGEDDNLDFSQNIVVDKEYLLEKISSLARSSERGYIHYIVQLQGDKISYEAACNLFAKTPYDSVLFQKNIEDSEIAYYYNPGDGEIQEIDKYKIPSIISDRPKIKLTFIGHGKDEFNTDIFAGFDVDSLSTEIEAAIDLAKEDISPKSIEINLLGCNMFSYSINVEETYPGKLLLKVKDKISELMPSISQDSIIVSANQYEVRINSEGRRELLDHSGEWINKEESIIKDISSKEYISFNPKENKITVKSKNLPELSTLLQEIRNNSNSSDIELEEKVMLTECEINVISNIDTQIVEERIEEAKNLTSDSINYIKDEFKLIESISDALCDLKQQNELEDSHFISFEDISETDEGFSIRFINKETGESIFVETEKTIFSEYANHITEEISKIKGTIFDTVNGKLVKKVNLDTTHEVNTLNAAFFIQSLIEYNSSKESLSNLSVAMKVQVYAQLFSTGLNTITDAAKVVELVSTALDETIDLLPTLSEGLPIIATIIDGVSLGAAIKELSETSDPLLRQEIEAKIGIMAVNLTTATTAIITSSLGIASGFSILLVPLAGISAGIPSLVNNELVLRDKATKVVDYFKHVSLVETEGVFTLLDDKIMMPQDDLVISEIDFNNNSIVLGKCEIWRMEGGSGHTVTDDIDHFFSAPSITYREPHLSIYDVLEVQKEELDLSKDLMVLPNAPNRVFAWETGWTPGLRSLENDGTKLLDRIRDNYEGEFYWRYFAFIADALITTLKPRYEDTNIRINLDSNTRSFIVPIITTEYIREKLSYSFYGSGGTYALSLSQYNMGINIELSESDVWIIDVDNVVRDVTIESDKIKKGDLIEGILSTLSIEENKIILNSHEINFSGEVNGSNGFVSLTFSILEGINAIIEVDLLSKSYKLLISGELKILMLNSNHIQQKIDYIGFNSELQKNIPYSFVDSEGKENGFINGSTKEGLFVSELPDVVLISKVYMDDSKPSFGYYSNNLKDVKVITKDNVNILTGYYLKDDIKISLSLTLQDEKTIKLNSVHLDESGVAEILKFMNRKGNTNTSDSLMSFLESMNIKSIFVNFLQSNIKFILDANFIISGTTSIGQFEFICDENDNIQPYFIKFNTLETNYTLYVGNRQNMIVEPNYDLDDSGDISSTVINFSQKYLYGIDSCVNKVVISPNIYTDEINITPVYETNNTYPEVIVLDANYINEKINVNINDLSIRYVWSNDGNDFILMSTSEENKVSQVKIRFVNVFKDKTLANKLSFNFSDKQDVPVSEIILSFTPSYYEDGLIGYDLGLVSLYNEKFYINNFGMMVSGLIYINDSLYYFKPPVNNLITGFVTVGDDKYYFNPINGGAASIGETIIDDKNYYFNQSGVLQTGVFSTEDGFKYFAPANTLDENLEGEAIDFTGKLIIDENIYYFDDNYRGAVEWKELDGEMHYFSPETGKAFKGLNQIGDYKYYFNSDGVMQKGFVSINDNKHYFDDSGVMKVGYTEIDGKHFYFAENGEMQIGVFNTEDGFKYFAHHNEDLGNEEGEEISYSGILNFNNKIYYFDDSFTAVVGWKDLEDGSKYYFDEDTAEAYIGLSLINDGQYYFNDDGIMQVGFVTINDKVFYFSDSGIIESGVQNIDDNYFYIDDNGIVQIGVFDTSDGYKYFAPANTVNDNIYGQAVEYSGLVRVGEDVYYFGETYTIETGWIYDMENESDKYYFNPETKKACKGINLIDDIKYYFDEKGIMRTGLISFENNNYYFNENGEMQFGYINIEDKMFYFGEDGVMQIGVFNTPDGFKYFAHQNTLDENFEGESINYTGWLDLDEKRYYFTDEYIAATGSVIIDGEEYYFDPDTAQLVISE
PfHsp40 yeast – restores yeast growth despite PfHsp40 toxicity; S. cerevisiae expressing PfHsp40, growth rescue, ATP luminescence; growth rescue, % at 12.5 µM; 340,000 compounds, 0.68% hits; in the data active means growth rescue above about 28%, passing the limit was not always enough; inconclusive means no clear call, values can overlap the other calls;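 further: yeast W303a lacking pdr1 and pdr3 grown in galactose medium; growth measured after three days at 30 °C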
FadD28 binding – inhibitors of Mycobacterium tuberculosis FadD28 bisubstrate binding; 360,000 compounds, 0.22% hits; FadD28 bisubstrate probe binding, fluorescence polarization; inhibition, % at 12.5 µM; in the data active means inhibition above about 8.5%, passing the limit was not always enough; inconclusive means no clear call, values can overlap the other calls
* hit, by the source's call; ? = inconclusive; / = not tested or not shown; & = joins results of further samples. Unless noted, no stated cut-off is given here; in the data, active means inhibition above about 30%; inconclusive means no clear call, values can overlap the other calls; inactive means below that.

SMILES | Anthrax LF inh2 | BoNT F protease | PrPC surface inh | BoNT-A LC inh2 | CCHFV vOTU inh | Yp Topo-I inh | TcdB GH inh | PfHsp40 yeast | FadD28 binding
CCn1c(SCC(=O)Nc2sc3c(c2C#N)CCCC3)nnc1-c1ccco1 | 0 | 0 | 1 | 0.0 | 15 | 8 | 0.9 | 0.6 | 0.4
Nc1[nH]c(C(=O)c2ccccc2)c(-c2c(F)cccc2F)c1C(=O)c1ccc(Cl)c(Cl)c1 | -7 | -10 | 1 | 0.7 | 1 | / | 0.2 | / | /
CC(C)C(=O)NC(=S)Nc1ccc(S(=O)(=O)NC2CCCCC2)cc1 | 2 | 6 | 16 | -1.0 | 5 | 28 | -1.7 | -0.8 | -3.2
O=C(Nc1cccc(Cl)c1)Nc1sccc1-c1nc2ccccc2s1 | ? | -12 | 3 | 4.3 | 3 | -15 | 0.5 | -0.7 | -8.5
O=C(Nc1cccc2ccccc12)N1CCCN(c2c(Cl)cncc2Cl)CC1 | -6 | ? | 4 | -6.2 | -1 | 19 | 0.8 | 6.1 | -0.9
Cc1nn(C)c(C)c1S(=O)(=O)N(CC(=O)N1CCc2ccccc21)c1ccc(C(C)C)cc1 | 5 | 0 | 7 | -0.7 | 2 | -5 | 0.4 | 0.1 | -4.1
CCCCc1ccccc1NC(=S)NC1CCCC1 | -2 | 1 | 4 | -0.8 | -2 | 10 | 2.4 | 0.4 | -4.1
Cn1cc([N+](=O)[O-])c(C(=O)Nc2ccc(Br)cn2)n1 | -5 | -5 | -8 | 0.0 | 4 | 6 | / | -0.5 | -5.6
C=CCOc1ccc(/C=C2\SC(=Nc3cccnc3)NC2=O)cc1 | 4 | ? | 7 | -1.8 | -12 | 7 | 2.3 | 4.3 | -1.6
O=C(Cn1cnc2ccccc21)N/N=C/C(Br)=C/c1ccccc1 | 1 | -7 | 4 | -0.4 | 6 | 19 | / | 0.8 | 0.3
O=C(CSc1nnc(CNC(=O)c2ccccc2F)o1)c1ccccc1 | -5 | -9 | 5 | 0.3 | 5 | 2 | / | 14 | 1.3
O=S(=O)(c1ccccc1)N1CCC(O)(CSc2ccccc2)CC1 | 0 | -3 | 6 | -0.1 | 1 | 6 | 0.1 | -0.5 | -2.4
Cc1cc2ncn(C(=O)c3ccc4c(c3)OCO4)c2cc1C | 1 | 0 | -6 | 0.2 | 6 | 3 | / | 0.9 | -0.2
CC1CC(C)CN(c2nc3c(c(=O)n(C)c(=O)n3C)n2CCSc2nc3ccccc3o2)C1 (stereo not given) | -2 | -6 | 1 | -0.3 | 6 | -6 | -6.0 | -0.3 | -3.3
COC(=O)c1cc(C(=O)OCC(=O)NCc2ccc3c(c2)OCO3)cc([N+](=O)[O-])c1 | 1 | -6 | 5 | -1.0 | 22 | 2 | -5.5 | 0.0 | 1.2
CCCC(=O)N1CCC(O)(c2cccc(F)c2)CC1 | -5 | -1 | -8 | -0.5 | 4 | 7 | 0.5 | 0.9 | -2.1
Cc1cc(Br)cn2c(Cc3ccsc3)c(-c3cccc(Cl)c3)nc12 | 1 | 1 | 10 | 0.1 | -1 | / | -6.7 | / | -5.2
O=C(CN1C(=O)NC2(CCCCCC2)C1=O)Nc1ccc2c(c1)CCC2 | -5 | 2 | 5 | -0.3 | -3 | 2 | 0.4 | 0.5 | -0.5
CN(C)S(=O)(=O)N1CCc2ccccc2C1 | -1 | -6 | -5 | -3.2 | 6 | -3 | / | 0.9 | -0.7
COc1nccc(C(F)(F)F)c1C(=O)NC(=O)Nc1ccccc1 | -1 | -4 | -3 | 0.5 | 6 | -1 | -2.2 | 0.2 | -5.3
COc1ccc(OC)c(CN2C(=O)c3ccccc3C2c2nnnn2-c2c(C)cccc2C)c1 (stereo not given) | -3 | -6 | 12 | 0.6 | -1 | / | 1.0 | / | /
CC(C)N(C(=O)Cn1cc(SCC(N)=O)c2ccccc21)C(C)C | -5 | 0 | 5 | -0.4 | 0 | 10 | 0.8 | 1.9 | -1.2
O=C(O)c1cc(-c2cccc([N+](=O)[O-])c2)n[nH]1 | -3 | 1 | -8 | 0.8 | -13 | 5 | 0.1 | -2.2 | -3.6
O=S(=O)(Nc1ccc(F)cc1)c1ccc(NS(=O)(=O)c2cccs2)cc1 | -2 | 5 | -1 | -0.2 | -14 | 4 | 0.0 | 0.9 | 0.3
Cc1ccc(N(C)S(=O)(=O)c2cccc(C(=O)NNC(=O)c3ccncc3)c2)cc1 | -16 | 15 | 4 | -0.3 | 15 | -8 | 0.4 | 1.6 | -3.3
CCOC(=O)CSc1nc2cc(C(=O)NCC3CCCO3)ccc2c(=O)n1Cc1ccco1 (stereo not given) | -4 | 2 | -2 | 1.1 | 12 | 2 | / | -1.1 | -0.8
COc1ccccc1Cn1c(=O)oc2ccccc21 | -6 | -1 | 3 | 0.0 | -9 | 1 | 1.6 | / | -1.3
Cc1nn(C)c(C)c1NC(=O)CN1CCC(O)(c2ccc3c(c2)OCO3)CC1 | -4 | -9 | 2 | -0.7 | -3 | 8 | / | -0.9 | -3.2
O=C(COc1ccc(Cl)cc1)N1CCN(Cc2ccccc2)CC1 | -2 | -8 | -7 | -0.5 | -16 | 17 | 1.8 | -0.7 | -2.3
COc1ccc(C(=O)Nc2ccc3nc(C)c(C)nc3c2)cc1 | 11 | 6 | -9 | -0.5 | 6 | -5 | 1.3 | 1.5 | -5.8
Cc1nc(/C(N)=N/OC(=O)Cc2ccccc2)no1 | 0 | -1 | 5 | 0.7 | 5 | -1 | 0.7 | 1.2 | -1.9
Cc1ccc([N+](=O)[O-])cc1NC(=O)/C=C/C(=O)O | -5 | -3 | -7 | -0.1 | -2 | 0 | -0.2 | -2.3 | -0.4
CCCCCCCCN1[C@@H](CC(=O)OCC)c2ccc(C(F)(F)F)cc2S1(=O)=O | -5 | -1 | 7 | -0.1 | 4 | 39 | 1.4 | 38* | -3.6
O=C(Nc1ccccc1Cl)Nc1ccnn1C1CCN(C(=O)c2cscn2)CC1 | / | / | 4 | / | -5 | -3 | 1.8 | -1.8 | -1.0
Cc1ccc(C)c(N2CCN(C(=O)C3CCCN(S(=O)(=O)c4c(C)[nH]c(=O)[nH]c4=O)C3)CC2)c1 (stereo not given) | -2 | -6 | / | -0.1 | / | 23 | / | -0.3 | -4.3
C=C(C)CSc1nnc(-c2cccc(Cl)c2)n1N | -3 | 5 | -6 | 3.5 | -8 | -8 | / | 0.2 | -3.2
Cc1cc(C)nc(NC(=O)/C=C/c2ccc(Cl)cc2)n1 | 10 | ? | -13 | 0.0 | -10 | -2 | 1.4 | -0.4 | -2.4
COc1ccc2[nH]cc(CCNC(=S)NCCc3ccccc3)c2c1 | -3 | -1 | 3 | -0.1 | -15 | -4 | -1.5 | 0.4 | -1.5
CCCCn1c(N)c(C(=O)OCCOC)c2nc3ccccc3nc21 | 3 | -11 | 6 | -0.3 | -59 | -1 | 4.2 | / | -1.8
Cc1noc(NC(=O)c2ccc(Cl)cc2)c1Cl | -1 | -1 | 13 | -0.7 | 3 | -4 | 2.7 | -2.1 | -1.0
CCc1c(O)nc(SCc2ccccc2)n(C(C)CC)c1=O (stereo not given) | 0 | -1 | / | -1.4 | / | 9 | 2.9 | 1.1 | -1.8
CCCc1nnc(NC(=O)CN2CCN(C)CC2)s1 | -2 | 21 | 7 | -0.5 | -8 | 10 | / | 2.1 | -0.8
Cc1ccccc1NC(=O)Cc1nc(COC(=O)COc2ccccc2C(C)C)cs1 | -6 | -13 | -2 | 4.6 | 4 | 35 | 2.1 | 4.2 | -1.3
Cc1c(C(=O)N2CCOCC2)sc2ncnc(N3CCc4ccccc4C3)c12 | 4 | 8 | -9 | 1.2 | 14 | -3 | / | -1.6 | -0.8
CCOC(=O)c1ccc(-n2c(CN3CCC(C(N)=O)CC3)nc3ccc([N+](=O)[O-])cc3c2=O)cc1 | -9 | -4 | -26 | -2.0 | 7 | 7 | 0.0 | 0.0 | -3.1
CC(C)n1cnc2c(Nc3ccc(C(=O)O)cc3)nc(Cl)nc21 | -11 | 1 | 4 | 0.5 | 17 | 2 | 0.5 | -0.9 | -7.3
CC(C)(C)CC(=O)Nc1ccc(C(N)=O)cc1 | -6 | 3 | -4 | -0.7 | 3 | 6 | / | -0.4 | 1.2
CCOC(=O)C1=C(C)NC(C)=C(C(=O)OCC)C1C(=O)OCC(=O)N1c2ccccc2CC1C (stereo not given) | -5&-5 | 0&-8 | -8&-1 | 0.0&-1.1 | -7&6 | 24&18 | 1.5&0.8 | 0.4&1.0 | -3.9&-3.6
CCc1nc2ccc(C(=O)Nc3ccc(NC(C)=O)cc3)cc2nc1CC | -3 | -11 | -2 | -0.4 | -9 | -1 | 0.3 | 2.1 | -1.8
Cc1cccc(N2C(=O)c3cccc4c(N(C)CCO)ccc(c34)C2=O)c1 | 0 | 4 | / | 4.7 | / | 3 | / | 0.0 | 1.9

Reprinted from the part before: 2 entries, then new ones.
SMILES | Anthrax LF inh2 | BoNT F protease | PrPC surface inh | BoNT-A LC inh2 | CCHFV vOTU inh | Yp Topo-I inh | TcdB GH inh | PfHsp40 yeast | FadD28 binding
CCc1nc2ccc(C(=O)Nc3ccc(NC(C)=O)cc3)cc2nc1CC | -3 | -11 | -2 | -0.4 | -9 | -1 | 0.3 | 2.1 | -1.8
Cc1cccc(N2C(=O)c3cccc4c(N(C)CCO)ccc(c34)C2=O)c1 | 0 | 4 | / | 4.7 | / | 3 | / | 0.0 | 1.9
CCOc1cc(C(=O)N2CCCC2)cc(OCC)c1OCC | -4 | -4 | -3 | -0.4 | 2 | -1 | / | -0.7 | -0.4
COc1ccc(OCC(O)CN2C(=O)c3ccccc3C2=O)cc1 (stereo not given) | -3 | 0 | 7 | 0.1 | -5 | -5 | -0.5 | -0.2 | -2.0
Cc1nn(Cc2ccccc2)c(Cl)c1/C=C/C(=O)OCC(=O)NC(C)C(C)C (stereo not given) | 2 | 2 | 4 | 0.1 | 2 | 10 | -1.3 | -0.3 | 0.6
COc1ccc(C2CC(c3ccccc3)=NN2C(=O)CN2CCN(Cc3ccccc3)CC2)cc1 (stereo not given) | -8 | -32 | -14 | -5.9 | 5 | 10 | -2.6 | -1.1 | -1.7
CC12CCC(=O)N1C(C(=O)Nc1nc(-c3ccccc3)cs1)CS2 (stereo not given) | -4 | -14 | 2 | -6.3 | 9 | 12 | -4.7 | -1.3 | 0.5
O=C(CN1C(=O)C2CCCN2c2ncc(Cl)cc21)NCc1ccc2c(c1)OCO2 (stereo not given) | 0 | -4 | 2 | 0.4 | -2 | 20 | / | 2.4 | -2.0
Cn1c(N)c(C(=O)COC(=O)CCC2CCCCC2)c(=O)n(C)c1=O | 6 | 7 | 4 | 0.9 | 6 | 27 | 0.6 | -0.7 | 2.0
COC(=O)C1=C(c2ccccc2OCc2ccccc2)C[C@@H]2CC[C@H]1N2C(=O)NCCN1CCOCC1 | 5 | 5 | -4 | -0.4 | -2 | 16 | 1.0 | 0.2 | -2.0
CC/C(=N\NC(=O)CNC(=O)/C=C/c1ccc(OC)cc1)c1ccccc1 | 0 | -3 | 4 | 0.8 | 13 | 9 | 0.5 | 1.3 | -4.0
COc1ccc(Nc2nc3c(C)cccc3cc2C#N)c(OC)c1 | 0 | 1 | 2 | 0.4 | -3 | 8 | / | -0.4 | -3.0

Molecules shown so far containing a CF3 group:
SMILES | Anthrax LF inh2 | BoNT F protease | PrPC surface inh | BoNT-A LC inh2 | CCHFV vOTU inh | Yp Topo-I inh | TcdB GH inh | PfHsp40 yeast | FadD28 binding
COc1nccc(C(F)(F)F)c1C(=O)NC(=O)Nc1ccccc1 | -1 | -4 | -3 | 0.5 | 6 | -1 | -2.2 | 0.2 | -5.3
CCCCCCCCN1[C@@H](CC(=O)OCC)c2ccc(C(F)(F)F)cc2S1(=O)=O | -5 | -1 | 7 | -0.1 | 4 | 39 | 1.4 | 38* | -3.6

Rows were taken by chance. Share with any hit: about 2.3%.
